# Source: PubChem BioAssay (National Center for Advancing Translational Sciences (NCATS))
# IL-1B inflam inh – inhibitors of inflammasome signaling (IL-1 beta secretion); THP-1 LPS/ATP IL-1B secretion, AlphaLISA, 16 h; active compounds read low; activity change, % at 57.5 µM; hit rate 4.7% among 360,000; AID 743279; in the data active = activity change below about -50%; inconclusive = mostly about -30% to -49%; note: % is set by controls: 0 for no effect and ±100 for the full control effect
#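 Secreted IL-1B measured by AlphaLISA bead assay after 16 h compound exposure of THP-1 cells; compounds (final up to 57.5 uM) added 1 h before LPS (250 ng/mL) and ATP (1.25 mM) stimulation; lower signal means less secretion.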
# KB-3-1 tox – KB-3-1 parental cell cytotoxicity; KB-3-1 viability, CellTiter-Glo ATP luminescence, 72 h; Potency, µM (highest dose often 46.1 µM), for inactives: top-dose activity change, negative = cytotoxic, most hits filed as cytotoxic; hit rate 1.4% among 400,000; note: potency is the fitted concentration of half-maximal effect; % is set by controls: 0 for no effect and ±100 for the full control effect; nearly all actives have a fitted effect of over 60% in size
#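 72 h, 37 °C compound treatment of KB-3-1 parental cells; CellTiter-Glo added, 10 min, luminescence read. Data corrected against DMSO-only plates and normalized before curve fitting.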
# MCF10A rereplic – induces DNA re-replication in MCF 10a normal breast cells. MCF 10A DNA re-replication, Hoechst nuclear intensity, 48 h. Potency, µM (titrated, usually from 46.1 µM), without a hit: at the highest dose activity, positive = re-replication, most hits filed as activators. AID 624296. hit rate 2.9% among 350,000; note: potency is the fitted concentration of half-maximal effect; % of control where 0% means no effect; nearly all actives have a fitted effect of over 50% in size
# HT1080-NT tox – kills 2HG-producing HT-1080-NT fibrosarcoma cells. HT-1080-NT fibrosarcoma viability, CellTiter-Glo ATP luminescence, 48 h. Potency, µM (titrated, usually from 46.1 µM), inactives show at the top dose activity, negative = less viability, usual class: cytotoxic. hit rate 1.6% among 360,000. AID 686970;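 note: NT is the 2HG producing partner of a matched IDH1 knockdown line; potency is the fitted concentration of half-maximal effect; 0% = DMSO-treated cells and -100% = media-only wells without cells; nearly all actives have a fitted effect of over 55% in size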
#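 Toxicity toward the 2HG-producing NT line was scored as %Activity, normalised to DMSO and no-cell wells, from CellTiter-Glo luminescence after 48 hours' treatment.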
# HepG2 tox – counter-screen for TGF-b inhibitors: cytotoxicity in HepG2 cells | AID 588856 | hit rate 0.76% among 410,000 | HepG2 CAGA-GFP viability, ATP luminescence, 18 h | Potency, µM (titrated, usually from 46.1 µM), for inactives: top-dose activity change, negative = cytotoxicity, actives largely listed as cytotoxic; note: potency is the fitted concentration of half-maximal effect; some results filed as inactive show a strong effect at the top dose
#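 CellTiter-Glo luminescence gave cytotoxicity after 18 hours at 37 degrees C. The cells were HepG2 CAGA-GFP in 1% FBS DMEM, stimulated with 500 pg/mL TGF-beta after compound addition. %Activity was normalised to no-cell wells (complete cell-killing) and DMSO (no toxicity), and curves were fitted and classified.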
# SW480 rerep – inducers of DNA re-replication in SW480 colon cancer cells; SW480 DNA re-replication, Hoechst DNA content imaging, 48 h; Potency, µM (doses to about 46.1 µM), for the others: top-dose re-replication activation, most hits filed as activators; hit rate 1.8% among 340,000; AID 624297; note: potency is the fitted concentration of half-maximal effect; % of control where 0% means no effect; nearly all actives have a fitted effect of over 55% in size
#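 Per well, 250 cells were exposed to pinned compound for 48 hr. Nuclear DNA was visualised with Hoechst (40 min, 37 C) and total object intensity recorded by fluorescence scanning.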
# ATXN viability – viability counter-screen for ATXN expression inhibitors; S2 cells (HEK-293 line with an ATXN2-luciferase reporter) viability, CellTiter-Fluor protease fluorescence, 24 h; Potency, µM (highest dose often 56.7 µM), hits mostly cytotoxic; hit rate 0.49% among 400,000; note: potency is the fitted concentration of half-maximal effect; nearly all actives have a fitted effect of over 40% in size
# ATXN2 expr inh – ATXN2 expression inhibition; HEK-293 ATXN2-luciferase reporter, luminescence, 24 h; Potency, µM (doses to about 57 µM), for inactives: top-dose activity change, negative = inhibition, most hits filed as inhibitors; hit rate 0.72% among 360,000; AID 1745845; note: potency is the fitted concentration of half-maximal effect; % is set by controls: 0 for no effect and ±100 for the full control effect; nearly all actives have a fitted effect of over 55% in size
#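 qHTS (up to 57 uM final) was run with 24 h compound exposure of reporter cells at 37 °C. Each well was multiplexed: SteadyGlo luminescence measured ATXN2-luciferase expression after a fluorogenic Gly-Phe-AFC viability readout (25 uM final).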
# HT1080 IDH1KD tx – HT-1080 IDH1 knockdown cell toxicity (counter line). HT-1080 IDH1 knockdown viability, ATP luminescence, 48 h. Potency, µM (highest dose often 46.1 µM), without a hit: top-dose activity, negative = toxicity, usual class: cytotoxic. hit rate 2% among 360,000;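 note: potency is the fitted concentration of half-maximal effect; 0% = DMSO wells and -100% = cell-free medium wells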
#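 HT-1080-IDH1KD cells (IDH1 knocked down), 750/well in RPMI with 5% FBS, treated with compound 48 h at 37 degrees C. Viability by CellTiter-Glo luminescence, normalised to DMSO and no-cell wells; concentration-response curves classed.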
# The depositor's hits bear a star; i = inactive; ? = inconclusive; · = no result given; [ ] = another dose, or the depositor's remark. Unless noted, calls come from the whole dose curve; as a rule, active = well fitted curve in the direction sought with a large enough effect; inconclusive = small, poorly fitted or top-dose-only effect, or another doubt; inactive = no such curve, though single readings can be large; an effect the other way counts as inactive or inconclusive.
mol	ATXN2 expr inh	ATXN viability	HT1080-NT tox	KB-3-1 tox	HT1080 IDH1KD tx	SW480 rerep	IL-1B inflam inh	HepG2 tox	MCF10A rereplic
CC(C)(C)[C@H]1COC(=O)CC/C=C\C[C@H](CC(=O)N(CCO)Cc2ccccc2)C(=O)N1	1%	i	-4%	8%	1%	-4%	16	-46%	14%
CCOC(=O)c1c(C)nc2c(c1-c1ccc(OC)c(OC)c1)C(=O)c1ccccc1-2	-14%	i	-7%	5%	6%	4%	1	-8%	-3%
Cc1ccc(S(=O)(=O)N(C)C[C@H]2OCCCC[C@@H](C)Oc3ccc(N(C)C)cc3C(=O)N([C@H](C)CO)C[C@@H]2C)cc1	-14%	?	-4%	-5%	-8%	·	4	1%	·
COCCN(Cc1ccccc1)C(=S)Nc1ccc(OC(F)F)cc1	-19%[11.3 µM]	i	-20%	-4%	-9%	-4%	-29	5%	6%
CN(CC(=O)Nc1ccccc1C(F)(F)F)C(=O)CN1C(=O)C2CCCCC2C1=O (configuration not stated)	3%	i	18%	-4%	3%	4%	-10	-7%	2%
Cc1ccc(-n2c(C)n[nH]c2=S)cc1C	3%	i	16%	-1%	21%	-4%	11	8%	-4%
COc1ccc(N2C(=O)C3CCCN3C2c2ccc(C)o2)cc1Cl (configuration not stated)	-1%	i	28%	21%	5%	-1%	0	2%	3%
COc1cccc(OCc2nnc(SCc3cc(=O)[nH]c4ccccc34)o2)c1	-4%	i	0%	5%	-2%	-2%	-19	1%	-1%
COc1ccc(C(=O)N2CCC(C(=O)N3CCN(Cc4ccccc4)CC3)CC2)cc1	-10%	i	4%	·	-1%	-1%	-3	-31%	-1%
CN(C)CCNC=C(C(=O)Nc1ccc(Cl)cc1Cl)C(=O)Nc1ccc(Cl)cc1Cl	?	?	7%	3%	10%	?	-19	12%	?
CC(=O)Nc1ccc(CNc2ncnc3ccc(-c4c(C)noc4C)cc23)cc1	69%[activator]	i	·	0%	·	-11%	·	-41%	26%
CCn1c(C)cs/c1=N\C(=S)Nc1ccccc1C	8%	i	-1%	0%	-1%	·	-2	-10%	-1%

# Part of the list above, reformatted:
COc1ccc(N2C(=O)C3CCCN3C2c2ccc(C)o2)cc1Cl (configuration not stated)
  ATXN2 expr inh = -1%
  ATXN viability = i
  HT1080-NT tox = 28%
  KB-3-1 tox = 21%
  HT1080 IDH1KD tx = 5%
  SW480 rerep = -1%
  IL-1B inflam inh = 0
  HepG2 tox = 2%
  MCF10A rereplic = 3%
Cc1ccc(S(=O)(=O)N(C)C[C@H]2OCCCC[C@@H](C)Oc3ccc(N(C)C)cc3C(=O)N([C@H](C)CO)C[C@@H]2C)cc1
  ATXN2 expr inh = -14%
  ATXN viability = ?
  HT1080-NT tox = -4%
  KB-3-1 tox = -5%
  HT1080 IDH1KD tx = -8%
  SW480 rerep = ·
  IL-1B inflam inh = 4
  HepG2 tox = 1%
  MCF10A rereplic = ·
Cc1ccc(-n2c(C)n[nH]c2=S)cc1C
  ATXN2 expr inh = 3%
  ATXN viability = i
  HT1080-NT tox = 16%
  KB-3-1 tox = -1%
  HT1080 IDH1KD tx = 21%
  SW480 rerep = -4%
  IL-1B inflam inh = 11
  HepG2 tox = 8%
  MCF10A rereplic = -4%
CC(C)(C)[C@H]1COC(=O)CC/C=C\C[C@H](CC(=O)N(CCO)Cc2ccccc2)C(=O)N1
  ATXN2 expr inh = 1%
  ATXN viability = i
  HT1080-NT tox = -4%
  KB-3-1 tox = 8%
  HT1080 IDH1KD tx = 1%
  SW480 rerep = -4%
  IL-1B inflam inh = 16
  HepG2 tox = -46%
  MCF10A rereplic = 14%

# (continued)
mol	ATXN2 expr inh	ATXN viability	HT1080-NT tox	KB-3-1 tox	HT1080 IDH1KD tx	SW480 rerep	IL-1B inflam inh	HepG2 tox	MCF10A rereplic
Cc1ccc(NC(=O)CCc2nnc3ccc(N4CCC(C)CC4)nn23)nc1	?	i	7%	?	4%	-14%	-53*	0%	5%
Cc1cc([N+](=O)[O-])ccc1NC(=O)c1cncc(Br)c1	6%	i	6%	6%	27%	8%	-67*	0%	1%
CC(C)CC1c2[nH]c3ccccc3c2CCN1C(=O)C1CCOCC1 (configuration not stated)	8%	i	-6%	-6%	-20%	-34%[inhibitor]	18	-10%	3%
O=C(NCCO)C(=O)NCC1OCCCN1S(=O)(=O)c1ccc2c(c1)OCCO2 (configuration not stated)	0%	i	12%	7%	10%	-2%	4	5%	1%
OC[C@@H]1CN(Cc2ccccc2)C[C@H](n2ccc3c(N4CCCC4)ncnc32)O1	14%	i	12%	0%	26%	·	-56*	3%	·
COc1cc(C=Nc2cccc([N+](=O)[O-])c2C)ccc1OC(C)=O	-17%	i	-1%	-4%	-1%	-7%	0	-37%	0%
Cc1cccc(OCC(=O)NC2CCCc3ccccc32)c1C (configuration not stated)	·	i	?	1%	-26%	?	25	-19%	?
O=C(c1ccccc1)N1CCN(C(=O)c2ccccc2)c2ccccc21	-5%	i	-19%	?	?	?	-11	-35%	?
NC(=O)c1ccc(NC(=O)CN2CCN(c3ccccc3)CC2)cc1	·	i	10%	0%	8%	-12%	-9	1%	7%
O=Cc1cccn1-c1cccnc1	·	i	8%	5%	6%	-2%	-2	-20%	0%
O=c1ccn(-c2cccc(C(F)(F)F)c2)nc1-c1ccn(-c2ccccc2)n1	-5%	i	0%	6%	-3%	-6%	18	-10%	0%
O=C(CN1c2ccccc2Sc2ccccc21)N/N=C/c1ccc([N+](=O)[O-])cc1	-3%	?	-14%	?	-1%	-10%	-9	0%	3%

# Sorted by value in SW480 rerep (lowest first): some entries from above
SMILES | SW480 rerep | IL-1B inflam inh
O=c1ccn(-c2cccc(C(F)(F)F)c2)nc1-c1ccn(-c2ccccc2)n1 | -6% | 18
O=Cc1cccn1-c1cccnc1 | -2% | -2
Cc1cc([N+](=O)[O-])ccc1NC(=O)c1cncc(Br)c1 | 8% | -67*

# Other structures
mol	ATXN2 expr inh	ATXN viability	HT1080-NT tox	KB-3-1 tox	HT1080 IDH1KD tx	SW480 rerep	IL-1B inflam inh	HepG2 tox	MCF10A rereplic
CCc1c(C)nc2ncnn2c1N1CCCC(C(=O)Nc2cc(F)ccc2C)C1 (configuration not stated)	-7%	i	-10%	-8%	-16%	-2%	-5	-1%	-1%
O=C1C=C(N2CCOCC2)c2cccc3cccc1c23	·	?	-15%	4%	-11%	·	-8	-6%	·
OCc1ccccc1N=Cc1cccnc1	?	i	-5%	-5%	-29%	5%	4	-13%	-2%
COc1ccc2c(c1)n([O-])c1c([n+]2=O)CCC1	-14%	?	9%	11%	10%	-8%	-2	-2%	1%
Cc1ccc(C(=O)/C=C2\NCC(C)NC2=O)cc1 (configuration not stated)	?	?	16%	1%	1%	1%	-22	17%	0%
CCOC(=O)c1c(-c2ccccc2)csc1NC(=O)c1ccc(S(=O)(=O)N2CCOCC2)cc1	-8%	i	-2%	-2%	-6%	?	0	13%	12µM*
COc1ccc(NC(=O)CC(=O)Nc2ccc(OC)cc2)cc1	-18%	i	?	8%	-12%	-12%	-9	-55%	5%
CC(=O)NCCNc1ccc([N+](=O)[O-])cn1	-1%	i	26%	0%	14%	0%	0	39%	5%
Cc1[nH]c2ccccc2c1C(=O)CSc1nccc(=O)[nH]1	3%	i	0%	3%	6%	8%	19	3%	5%
N#C/C(=C\c1c(Cl)cccc1Cl)c1nc2ccccc2[nH]1	1%	i	-19%	-2%	?	?	-93*	-14%	?
CCOC(=O)C1(CC2CCCCO2)CCN(S(=O)(=O)c2c(C)nn(C)c2C)CC1 (configuration not stated)	-7%	i	-2%	15%	1%	-2%	26	-2%	?
O=C(CCCN1C(=O)/C(=C\c2cccs2)SC1=S)Nc1cccc(C(=O)O)c1	4%	i	-12%	-12%	-22%	3%	10	4%	-2%
CCOC(=O)N(C)c1c(CC)nc2c(OCc3ccccc3)cccn12	-20%	i	10%	0%	6%	·	15	-12%	·
COc1ccccc1Oc1ccc2c(c1)C(=O)N(CC(=O)O)C2=O	-1%	i	-4%	-10%	0%	-1%	-7	-19%	?
CCn1c(Cc2ccccc2)nnc1SCc1nc2ccccc2c(=O)[nH]1	0%	i	4%	-1%	12%	-8%	14	-5%	-1%
Cc1ccc(C)c(Cn2c(C)nc3c(sc(=S)n3-c3ccccc3)c2=O)c1	-20%	i	0%	-3%	2%	0%	19	-27%	6%
COc1ccc(N2C(=O)CC(c3ccc([N+](=O)[O-])cc3)C2=O)cc1 (configuration not stated)	·	i	5%	2%	0%	-4%	15	-13%	-9%
CC1(C)OC2COC(c3[nH]nc4c(=O)[nH]c(=O)[nH]c34)C2O1 (configuration not stated)	·	i	5%	2%	10%	·	-11	5%	·
CCOc1ccccc1C=Nc1ccccc1C(=O)Nc1ccccc1	-4%	i	-2%	9%	12%	10%	29	2%	17%
CCOc1ccc(-c2nnn(CC(=O)c3ccc4c(c3)OCCO4)n2)cc1OCC	9%	i	1%	15%	?	-1%	-9	-30%	17%
Cc1ccc(C(=O)NCCC(=O)N2CCC3(CC2)NCCc2[nH]cnc23)cc1C	10%	i	12%	6%	17%	-3%	-8	19%	1%
CC(=O)Nc1cccc(/C(C)=N/NC(=O)c2ccc(Cl)cc2Cl)c1	4%[11.3 µM]	i	-23%	-12%	-12%	?	1	-21%	2%
Cc1ccc(NC(=O)CN(Cc2ccccc2)S(C)(=O)=O)cc1C	-2%	i	1%[9.24 µM]	-10%	?	0%	13	-4%	-4%
Cc1nonc1OCCNCc1c(C(=O)N2CCCCCCC2)nc2ccc(Cl)cn12	·	i	-4%	-14%	-1%	16%	-17	-10%	27%
COc1cc(CCCN2C(=S)NC[C@@H]2CC2CCCCC2)cc(OC)c1OC	?	?	-21%	0%	-3%	?	-25	-41%	?
O=C(NCCCl)Nc1cc([N+](=O)[O-])ccc1Cl	-6%	?	-19%	0%	-12%	2%	-7	-7%	1%
